Source: PubChem (National Center for Advancing Translational Sciences (NCATS))
aSyn yeast inh: inhibitors of alpha-synuclein toxicity in yeast. Yeast expressing alpha-synuclein, growth rescue, BacTiter-Glo, 24 h. Potency, µM (titrated, usually from 46.1 µM), for the others: top-dose growth rescue (activation), hits mostly activators. 370,000 compounds, 0.14% hits; note: potency is the fitted concentration of half-maximal effect; % of control where 0% means no effect; nearly all actives have a fitted effect of over 65% in size
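Galactose-induced alpha-syn yeast (OD600=0.02, raffinose-pregrown) + pinned cpd, 24 hr, 30 deg C; growth by BacTiter-Glo luminescence. Growth restoration scores as activation.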
EPAC1 antag: antagonists of human EPAC1 | EPAC1 GEF assay, Rap1b-BODIPY-GDP exchange fluorescence | Potency, µM (top dose mostly 115 µM), inactives show at the highest dose activity change, negative = inhibition, most hits filed as inhibitors | 360,000 compounds, 0.14% hits;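 note: potency is the fitted concentration of half-maximal effect; plate controls were vehicle for no effect and positive control for full effect; nearly all actives have a fitted effect of over 50% in size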
EPAC1 agonist: EPAC1 (human) agonism; O95398; EPAC1 agonist qHTS, biochemical assay; response scale: 100% = response to 6.5 mM cAMP; Potency, µM (series often up to 154 µM), for the others: at the highest dose activation, most hits filed as activators; 360,000 compounds, 0.073% hits; note: potency is the fitted concentration of half-maximal effect; nearly all actives have a fitted effect of over 60% in size
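Compounds were pinned as a concentration titration into mixtures of EPAC1 (100 nM), BODIPY-GDP-loaded Rap1B (250 nM) and GDP (50 uM). After 5 min at room temperature, fluorescence was followed for 30 min; activity was scaled to 6.5 mM cAMP.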
Abeta rescue: compounds reversing amyloid beta toxicity in yeast | 410,000 compounds, 0.063% hits | Potency, µM (titrated, usually from 46.1 µM), for the others: at the highest dose growth rescue, actives largely listed as activators | yeast expressing A-beta42, growth rescue, OD600, 48 h; response scale: 0% DMSO, 100% iron-clioquinol control; note: potency is the fitted concentration of half-maximal effect; nearly all actives have a fitted effect of over 55% in size
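Yeast growth medium received pinned compounds, then yeast cells expressing toxic A-beta were added; plates incubated at 30 C for 48 hr. Growth read as absorbance at 600 nm, normalized to DMSO and equimolar FeCl3 plus clioquinol controls.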
WRN inhibitor: WRN helicase (human) inhibition; Q14191; WRN helicase unwinding, fluorescent forked duplex, kinetic; Potency, µM (highest dose often 114 µM), for inactives: at the top dose activity change, negative = inhibition, hits mostly inhibitors; 360,000 compounds, 0.46% hits; AID 651768; note: potency is the fitted concentration of half-maximal effect; % is set by controls: 0 for no effect and ±100 for the full control effect; nearly all actives have a fitted effect of over 55% in size
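Kinetic fluorescence helicase assay: unwinding of a quenched forked DNA duplex (100 nM final) with 2 mM ATP final raises red fluorescence (525/598 nm). Compounds sat 15 min at room temperature with 20 nM WRN beforehand.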
PI5P4K alpha inh: inhibitors of human PI5P4K alpha; P48426; PI5P4Kalpha enzyme, ADP-Glo luminescence, 60 min; active compounds read low; max response, %; 330,000 compounds, 1.2% hits; AID 652105; active = max response of -50% or lower; inconclusive = between -30% and -50%; inactive = -30% or higher; note: value at the top dose of about 77 µM; % is set by controls: 0 for no effect and ±100 for the full control effect
Target sequence (P48426 whole entry, looked up): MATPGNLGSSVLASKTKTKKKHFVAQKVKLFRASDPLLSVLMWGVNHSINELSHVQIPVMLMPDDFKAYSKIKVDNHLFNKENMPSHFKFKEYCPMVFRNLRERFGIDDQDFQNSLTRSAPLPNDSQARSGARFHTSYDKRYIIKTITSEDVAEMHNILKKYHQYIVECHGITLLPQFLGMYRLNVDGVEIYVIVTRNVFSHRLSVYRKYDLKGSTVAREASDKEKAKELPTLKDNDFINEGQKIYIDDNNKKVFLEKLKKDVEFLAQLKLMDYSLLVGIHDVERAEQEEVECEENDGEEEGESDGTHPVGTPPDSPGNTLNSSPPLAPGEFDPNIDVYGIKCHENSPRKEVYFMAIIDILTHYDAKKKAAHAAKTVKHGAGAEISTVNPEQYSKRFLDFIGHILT
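Quantitative HTS of the MLSMR library against PI5P4Kalpha with substrate. ATP added last at 5 microM final; room temperature, 60 minutes. Remaining ATP depleted, ADP converted and read as luminescence.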
FUS yeast rescue: rescues growth of FUS-expressing yeast. S. cerevisiae FUS-expressing, growth rescue, OD600, 24 h. Potency, µM (doses to about 76.6 µM), inactives show at the top dose growth rescue (activation), usual class: activators. 390,000 compounds, 0.24% hits;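 note: potency is the fitted concentration of half-maximal effect; plate controls were DMSO vehicle for no effect and reference control for full effect; nearly all actives have a fitted effect of over 55% in size; some results filed as inactive show a strong effect at the top dose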
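Cultures pregrown in 2.5% raffinose medium are shifted to minimal medium containing 2% galactose to express toxic FUS. Compounds are tested at several concentrations. After 24hr at 30C, growth is quantified at 600 nm absorbance.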
PLK1 PBD inh: PLK1 (human) polo-box domain binding inhibition; P53350; Plk1 PBD binding of FITC phosphopeptide, fluorescence polarization; Potency, µM, inactives show max response, negative = inhibition, actives largely listed as inhibitors; 360,000 compounds, 2.8% hits; AID 720504; note: potency is the fitted concentration of half-maximal effect; series mostly up to about 57 µM; % is set by controls: 0 for no effect and ±100 for the full control effect; nearly all actives have a fitted effect of over 65% in size
Target sequence (P53350 whole entry, looked up, the tested form may be a part): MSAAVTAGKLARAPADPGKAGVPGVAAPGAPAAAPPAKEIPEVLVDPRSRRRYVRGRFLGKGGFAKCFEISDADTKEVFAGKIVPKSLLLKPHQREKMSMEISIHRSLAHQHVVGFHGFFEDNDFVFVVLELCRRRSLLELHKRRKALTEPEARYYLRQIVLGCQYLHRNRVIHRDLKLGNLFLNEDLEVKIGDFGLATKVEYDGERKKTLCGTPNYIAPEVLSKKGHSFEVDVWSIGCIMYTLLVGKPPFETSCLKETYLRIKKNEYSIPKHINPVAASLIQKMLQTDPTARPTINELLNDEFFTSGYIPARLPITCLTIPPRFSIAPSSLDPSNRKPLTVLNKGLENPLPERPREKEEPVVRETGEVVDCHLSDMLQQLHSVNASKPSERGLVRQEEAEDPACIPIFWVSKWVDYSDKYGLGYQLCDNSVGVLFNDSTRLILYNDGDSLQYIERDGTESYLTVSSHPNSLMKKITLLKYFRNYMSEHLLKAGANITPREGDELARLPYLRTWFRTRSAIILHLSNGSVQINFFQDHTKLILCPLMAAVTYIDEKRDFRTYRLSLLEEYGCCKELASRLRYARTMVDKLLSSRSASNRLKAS
IL-2 act: activates IL-2 in a cell-based reporter assay; activation, % (series mostly up to about 46 µM); IL-2 activation reporter assay, cell-based qHTS; stimulated with anti-CD3/CD4/CD28 beads; in transgenic mouse T cells; AID 652025; 360,000 compounds, 0.065% hits; in the data active = activation above about 50%; inconclusive = mostly about 30% to 49%; note: 0% is about no effect
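Using fluorescent plate cytometry, EGFP and DsRed are detected in transgenic mouse T cells stimulated 18 h at 37 degrees C with antibody-coated beads after 60 min compound pretreatment.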
The depositor's hits bear a star; ? = inconclusive; / = no result given; & = joins results of further samples; [ ] = remark or other dose. Unless noted, calls come from the whole dose curve; as a rule, active = well fitted curve in the direction sought with a large enough effect; inconclusive = small, poorly fitted or top-dose-only effect, or another doubt; inactive = no such curve, though single readings can be large; an effect the other way counts as inactive or inconclusive. Not a hit list; 4.1% or so of the library scored in one or more.

SMILES	aSyn yeast inh	EPAC1 antag	EPAC1 agonist	Abeta rescue	WRN inhibitor	PI5P4K alpha inh	FUS yeast rescue	PLK1 PBD inh	IL-2 act
CC(=O)NC(Cc1cccc(F)c1)C(=O)NC1CCN(C(=O)c2cccc(C)c2)CC1 (stereo not drawn)	1%	13%	-5%	17%	4%	2	-13%	2%	0.5
CC1CCCCN1S(=O)(=O)c1ccc(C(=O)Nc2sccc2C(N)=O)cc1 (stereo not drawn)	-7%	-18%	-4%	-14%	-3%	3	5%	-3%	-2.5
Cc1noc(C)c1COc1ccc(C(=O)NNC(=O)c2ccccc2)cc1	-2%	15%	5%	5%	2%	7	-7%	-6%	-1.9
COc1cccc(C(O)Cc2nc3ccccc3n2C)c1OC (stereo not drawn)	1%	-6%	-10%	-11%	5%	-6	19%	-9%	-0.4
C#Cc1ccc([C@@H]2C=C(C(=O)OCC=C)O[C@H](OCC)[C@H]2CCCO)cc1	-1%	3%	-11%	-24%	-1%	0	23%	-1%	1.8
O=C(NC1CC1)c1ccc(N2CCCCC2)c([N+](=O)[O-])c1	-22%	-14%	0%	-5%	-8%	5	-9%	-15%	0.4
COc1ccc(OCC2CNC(=O)O2)cc1 (stereo not drawn)	-15%	2%	3%	-25%	-3%	-2	14%	-9%	-1.9
COC(=O)c1[nH]c2cccc(OC)c2c1NC(=O)CN1CC2(C)CC1CC(C)(C)C2 (stereo not drawn)	6%	1%	-2%	19%	-1%	8	-1%	-1%	-0.3
CCOC(=O)c1[nH]c2ccc(F)cc2c1NC(=O)C1=COCCO1	-11%	-25%	-9%	8%	0%	7	8%	-1%	0.5
CC(=O)c1cccc(NC(=O)N2C3CCC2CC(O)(c2cccnc2)C3)c1 (stereo not drawn)	-3%	25%	2%	-4%	1%	-8	21%	-8%	-2.3
COc1ccc(-c2nc3ccccc3c(=O)n2CCOc2cccc(C)c2C)cc1	-7%	8%	-3%	0%	3%	8	-10%	-7%	3.0
CCOP(=O)(OCC)C(Nc1ccccc1)c1ccccc1C(F)(F)F (stereo not drawn)	15%	-16%	-17%	22%	-2%	-4	27%	-12%	0.8
COc1cccc(CNC(=O)[C@@H]2CCCN2C(=O)[C@H]2CCCCN2C(=O)OC(C)(C)C)c1	1%	5%	-1%	-3%	1%	5	6%	1%	3.6
Cn1cccc1Cc1nnc(SCC(=O)NC2CCCCC2)n1-c1ccc(F)cc1	-1%	-9%	-11%	-4%	-1%	2	16%	-6%	-3.8
COc1ccc(NC(=O)CSc2nccn2Cc2ccc(F)cc2)c(OC)c1	4%	-3%	-3%	2%	-21%	-6	/	-4%	-1.9
COCCn1nnnc1C(c1cccc(OC)c1OC)N1CCN(C2CCCCC2)CC1 (stereo not drawn)	-8%	-5%	11%	10%	1%	-3	-21%	-11%	-1.1
CCC(C)NC(=O)Cn1ccc2cc(S(=O)(=O)N3CCCCCC3)ccc21 (stereo not drawn)	-10%	12%	3%	-4%&-14%	-5%	2	13%&3%	-13%	-1.8
CC(C)NC(=O)Nc1ccc2c(c1)C(=O)N([C@H](C)CO)C[C@H](C)[C@@H](CN(C)C(=O)Nc1ccc(C(F)(F)F)cc1)O2	-5%	8%	-5%	3%	-13%	0	31%	-4%	0.2
N#CCC(=O)N/N=C/c1ccc(OCC(=O)Nc2ccc(F)cc2)cc1	0%	-17%	-7%	-17%	-6%	1	21%	-4%	-0.1
CCc1nc(C#N)c(N2CCCCC2)o1	4%	-6%	-4%	11%	-8%	-5	/	-5%	-3.7
Nc1nc2c(ncn2[C@@H]2O[C@H](CNS(=O)(=O)c3cccnc3)[C@@H](O)[C@H]2O)c(=O)[nH]1	-5%	-6%	3%	3%	-12%	2	-18%	-2%	0.2
O=c1cc(-c2ccccc2Cl)oc2c(NS(=O)(=O)c3cc(Cl)cc(Cl)c3O)ccc(O)c12	-1%	35µM*	1%	3%	?	-89*	4%	15µM*	0.1
CC1(C)Oc2ccc3ccc(=O)oc3c2/C(=C/NNC(N)=O)C1=O	-8%	-17%	10%	-35%	-3%	2	-16%	-12%	-0.3
COc1ccc2c(c1)c1ncn(CCN3CCCC3)c(=O)c1n2C	-10%	3%	-2%	5%	23%	/	9%	0%	-2.6
COc1ccc(C(=O)NCCS(=O)(=O)NCc2ccccc2)cc1	0%	7%	-2%	2%	7%	2	-15%	-5%	-4.5

5 entries from above, comma-delimited:
compound,aSyn yeast inh,EPAC1 antag,EPAC1 agonist,Abeta rescue,WRN inhibitor,PI5P4K alpha inh,FUS yeast rescue,PLK1 PBD inh,IL-2 act
Nc1nc2c(ncn2[C@@H]2O[C@H](CNS(=O)(=O)c3cccnc3)[C@@H](O)[C@H]2O)c(=O)[nH]1,-5%,-6%,3%,3%,-12%,2,-18%,-2%,0.2
CC1CCCCN1S(=O)(=O)c1ccc(C(=O)Nc2sccc2C(N)=O)cc1 (stereo not drawn),-7%,-18%,-4%,-14%,-3%,3,5%,-3%,-2.5
CC(=O)c1cccc(NC(=O)N2C3CCC2CC(O)(c2cccnc2)C3)c1 (stereo not drawn),-3%,25%,2%,-4%,1%,-8,21%,-8%,-2.3
COC(=O)c1[nH]c2cccc(OC)c2c1NC(=O)CN1CC2(C)CC1CC(C)(C)C2 (stereo not drawn),6%,1%,-2%,19%,-1%,8,-1%,-1%,-0.3
CCC(C)NC(=O)Cn1ccc2cc(S(=O)(=O)N3CCCCCC3)ccc21 (stereo not drawn),-10%,12%,3%,-4%&-14%,-5%,2,13%&3%,-13%,-1.8

Only PI5P4K alpha inh, WRN inhibitor and EPAC1 antag (five entries from above):
smiles	PI5P4K alpha inh	WRN inhibitor	EPAC1 antag
O=C(NC1CC1)c1ccc(N2CCCCC2)c([N+](=O)[O-])c1	5	-8%	-14%
COc1ccc(OCC2CNC(=O)O2)cc1 (stereo not drawn)	-2	-3%	2%
COC(=O)c1[nH]c2cccc(OC)c2c1NC(=O)CN1CC2(C)CC1CC(C)(C)C2 (stereo not drawn)	8	-1%	1%
CCOC(=O)c1[nH]c2ccc(F)cc2c1NC(=O)C1=COCCO1	7	0%	-25%
CC(=O)c1cccc(NC(=O)N2C3CCC2CC(O)(c2cccnc2)C3)c1 (stereo not drawn)	-8	1%	25%

Following part:
SMILES	aSyn yeast inh	EPAC1 antag	EPAC1 agonist	Abeta rescue	WRN inhibitor	PI5P4K alpha inh	FUS yeast rescue	PLK1 PBD inh	IL-2 act
N/C(=N\OC(=O)c1ccc2c(c1)OCO2)c1ccc(Cl)cc1	-41%[inhibitor]	17%	9%	-14%	-9%	/	-9%	-5%	0.0
Cc1cc(S(=O)(=O)N2CCCCC2)ccc1OCC(=O)Nc1ccccc1	0%	-3%	14%	-6%	-22%	-1	/	-12%	-5.3
O=C1C(=O)N(c2ccc(O)cc2)C(c2ccccc2[N+](=O)[O-])/C1=C(\O)c1ccccc1 (stereo not drawn)	0%	-3%	9%	6%	-12%	0	26%	-12%	-0.7
CCC(C)c1ccc(OCC(=O)O)cc1 (stereo not drawn)	7%	0%	0%	17%	10%	1	-1%	-5%	-0.9
O=C(/C(=C/c1cccnc1)n1ccnc1)c1ccc(Cl)cc1Cl	7%	4%	-8%	4%	-6%	-4	18%	?	-0.5
COc1ccc(NC(=O)N2CCc3ccccc32)cc1	-6%	-9%	-2%	-18%	-10%	?	10%	-2%	1.3
COc1ccc(Cn2c(-c3ccc(C)cc3)c[n+]3ccccc23)cc1	-13%	36%[activator]	5%	4%	3%	1	-2%	-8%	-5.1
COc1cccc(OC)c1C(=O)Nc1ccc(N2CCN(C(=O)c3ccco3)CC2)cc1	2%	14%	-8%	-5%	7%	-3	15%	-6%	-0.3
O=C(N/N=C/c1ccccn1)c1cccc(NC(=O)c2ccc(Cl)cc2)c1	3%	-6%	-2%	-1%	-6%	-6	-24%	1%	-1.1
O=C(NCc1cccs1)C(Cc1ccccc1)n1cccc1 (stereo not drawn)	7%	7%	-19%	2%	-7%	1	-16%	-18%	-1.5
O=C(NC(=S)N1CCCC1)c1ccc(Cl)cc1Cl	-2%	14%	-9%	-7%	-1%	-1	-9%	4%	1.6
CCOc1ccc(N2C(=O)CC(Sc3ccccc3C(=O)O)C2=O)c([N+](=O)[O-])c1 (stereo not drawn)	?	11%	2%	-48%[inhibitor]	3%	-9	1%	27µM*	-0.3
CC(C)OC(=O)NCN1C(=O)C2C3C=CC(C3)C2C1=O (stereo not drawn)	-3%	6%	5%	-5%	9%	-7	-3%	-2%	0.0
CC(C(=O)Nc1ccc(Cl)cc1Cl)N1C(=O)NC2(CCCCCCC2)C1=O (stereo not drawn)	14%	-10%	1%	28%	-10%	1	-1%	2%	0.1
COc1ccc(N2CCN(C(=O)CSc3nc4nc(C)cc(C)n4n3)CC2)cc1	1%	4%	6%	-21%	1%	1	/	0%	-5.7
CCn1c(Cc2ccccc2)nnc1SCC(=O)NC1CC1	-8%	0%	-4%	-1%	1%	-1	3%	-26%	-3.2
Cc1cccc(C)c1N(CC(=O)NCc1ccc(F)cc1)C(=O)c1csnn1	1%	4%	-9%	?	0%	-2	-25%	5%	-0.3

2 successive records already listed, for reference:
SMILES	aSyn yeast inh	EPAC1 antag	EPAC1 agonist	Abeta rescue	WRN inhibitor	PI5P4K alpha inh	FUS yeast rescue	PLK1 PBD inh	IL-2 act
N/C(=N\OC(=O)c1ccc2c(c1)OCO2)c1ccc(Cl)cc1	-41%[inhibitor]	17%	9%	-14%	-9%	/	-9%	-5%	0.0
Cc1cc(S(=O)(=O)N2CCCCC2)ccc1OCC(=O)Nc1ccccc1	0%	-3%	14%	-6%	-22%	-1	/	-12%	-5.3
